Screening data (PubChem BioAssay)
b-catenin transl – modulators of beta-catenin nuclear translocation | HeLa beta-catenin nuclear translocation, immunofluorescence imaging | nuclear translocation activity, % at 5 µM | actives 0.3% (n = 190,000) | AID 1665;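 active = nuclear translocation activity above 50% at 5 µM, with a well cell count of 50 or more; inconclusive = wells under 50 cells across six images, flagged as toxic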;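 note: per-cell ratio of nuclear to cytoplasmic median beta-catenin stain intensity; plate controls were DMSO negative control for no effect and GSK-3 inhibitor IX positive control for full effect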
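assay system = human HeLa cells, endogenous beta-catenin | times = compound treatment 24 h, 37°C, 5% CO2 | detection = Anti-beta-catenin immunofluorescence on PFA-fixed, Triton-permeabilized cells, DAPI nuclei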
Autophagy mod – modulators of autophagy. actives 0.98% (n = 190,000). MEF GFP-LC3 puncta imaging; test concentration mostly 10 µM. calls only at 10 µM (by protocol);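 active = percentage of spot-positive cells more than 3 SD above its plate mean, without a fluorescence outlier flag or 80% toxicity; inconclusive = no clear call, values can overlap the other calls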;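 note: spot-positive cell cutoff set from DMSO-treated cells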
Myeloid diff MLP – promotes myeloid progenitor differentiation. ER-HoxA9 myeloid progenitors, lysozyme-GFP differentiation, flow cytometry. calls only at 10 µM. actives 1% (n = 360,000). AID 624256;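 active = normalized GFP-positive differentiation at or above the plate's own cutoff, the solvent-only control mean plus 3 SD; inconclusive = no clear call, values can overlap the other calls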;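 note: cells exposed to compound for four days before flow analysis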
Insulin prom up – MIN6 insulin promoter up-regulation; actives 0.3% (n = 190,000); MIN6 insulin promoter-GFP reporter, high-content imaging; active compounds read high; AID 1625; z-score at 5 µM;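 active = z-score above 3 at 5 µM with at least 500 cells counted in the well; inconclusive = wells under 500 cells, flagged as cytotoxic or low count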
WT yeast gro inh – growth inhibition of WT yeast, mitochondrial fusion screen | mitochondrial fusion phenotypic screen, WT strain | inhibition, % at 10 µM | actives 2.1% (n = 190,000); in the data active = inhibition above about 58%; tested in S. cerevisiae
West Nile virus CPE – West Nile virus antiviral activity, cell-based, CPE readout (AID 1621); West Nile virus-infected cells, CPE inhibition; higher % means a stronger effect; one-dose CPE inhibition, % at 10 µM; IC50 in µM for titrated hits; actives 0.02% (n = 290,000); in the data active = a potency from the dose series; inconclusive = CPE inhibition mostly from about 3.7% at the one dose, without a potency; inactive = the rest, 99 in 100 with CPE inhibition below about 2.2%; note: strong numbers were not always called active
Lipid droplet – hepatic lipid droplet formation modulation; actives 0.4% (n = 240,000); inhibition, % at 6.5 µM; AID 1656; AML12 mouse hepatocytes, oleate lipid droplets, BODIPY imaging;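 active = lipid droplet intensity inhibited by at least 50%, with more than 500 cells counted; inconclusive = wells with under 300 cells, treated as cytotoxic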
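Assay system: AML12 hepatocytes (mouse) / Also added: 100 µM oleic acid challenge / Times: overnight treatment with compound plus oleate / Detection: high-content imaging of BODIPY-stained droplets and DAPI nuclei / Evaluation: % inhibition of lipid droplet signal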
T cell modulator – T cell immune modulators affecting CD8 T cell-vesicle binding. AID 2052. actives 0.068% (n = 330,000). calls only at 7 µM. 2C CD8+ T cell-vesicle binding, flow cytometry; active compounds read low;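 active = response, share of CD8 T cells binding vesicles, and their 90th percentile fluorescence all below set limits, cut at about 80% in these data, passing the limit was not always enough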
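Material: 2C TCR transgenic mouse naive CD8+ T cells, MACS-purified. Also added: QL9-charged Drosophila Ld/ICAM-1/B7-1 vesicles. Timing: binding 1.5 h at 37 °C. Measured by: high-throughput flow cytometry with anti-B7-1 and anti-CD8 staining. Read-out: percent CD8+ FL2 mean versus row control. Controls: Unloaded micro-vesicles (low), QL9 vesicles with 0.7% DMSO (high).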
MT stabilize HCS – microtubule stabilizers in HeLa cells. AID 2205. % tubulin-high responders, % at 10 µM. actives 0.83% (n = 200,000). HeLa tubulin immunostaining HCS, 24 h; share of cells brighter than vehicle mean+2SD;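 active = plate Z-score above 3 for both tubulin-high and condensed-nucleus cell shares, with cell loss under 80%, at 10 µM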;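 note: anti alpha tubulin signal scored within the nucleus-defined area of each cell; some results filed as inactive read as strong as hits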
WT yeast gro inh mutant strain – also measured in WT yeast gro inh; calls as there; inhibition, %; mitochondrial fusion phenotypic screen, mutant strain inhibition
Insulin prom up cell count – also measured in Insulin prom up; calls as there; cell count; measured here: cytotoxicity, nuclei count;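 total cells summed across four imaged fields per well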
Lipid droplet cells 6.5 µM – second read-out of Lipid droplet, no call of its own (marks repeat the call); cell count; measured here: cell count, cytotoxicity flag;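 cells counted across two imaged fields per well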
b-catenin transl cell count 5 µM – also measured in b-catenin transl; calls as there; cell count; measured here: cell count, cytotoxicity flag
T cell modulator vesicle-bound % – recorded beside T cell modulator, whose call it bears; double positive events, %; measured here: CD8+ vesicle-bound cell fraction;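 binding gate set so that unloaded-vesicle control wells show 10% double positive cells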
MT stabilize HCS Hoechst-high % – further read-out of MT stabilize HCS, marked with its call; % Hoechst-high responders; measured here: nuclear condensation Hoechst responders;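 share of cells brighter than vehicle mean plus two SD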
MT stabilize HCS cytotoxicity % – further read-out of MT stabilize HCS, marked with its call; toxicity, %; measured here: cytotoxicity by cell density;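 0% = mean cell density of plate MIN control wells and 100% = no cells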
Autophagy mod cell loss 18 h – second read-out of Autophagy mod, no call of its own (marks repeat the call); toxicity, %; measured here: cell loss, nuclei count;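 cell loss after 18 h compound exposure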
Myeloid diff MLP GFP+ MAC1+ % – recorded beside Myeloid diff MLP, whose call it bears; GFP+ MAC1+ double positive, %; measured here: differentiation confirmed by MAC1 staining
* marks the source's active call; other numbers are inactive results; i = inactive; u = inconclusive; x = not tested or not shown.

Start of the data: the first four records, to show the layout:
SMILES	b-catenin transl	b-catenin transl cell count 5 µM	Autophagy mod	Autophagy mod cell loss 18 h	Myeloid diff MLP	Myeloid diff MLP GFP+ MAC1+ %	Insulin prom up	Insulin prom up cell count	WT yeast gro inh	WT yeast gro inh mutant strain	West Nile virus CPE	Lipid droplet	Lipid droplet cells 6.5 µM	T cell modulator	T cell modulator vesicle-bound %	MT stabilize HCS	MT stabilize HCS Hoechst-high %	MT stabilize HCS cytotoxicity %
COc1ccc(C(N)=S)c(OC)c1	-1.9	527	i	-2	i	0.9	0.24	1200	8	-3	0.1%	1	697	i	28	1.2	5.0	6.8
COc1ccc(OC)c(NC(=O)Cn2c(=O)n(CC(=O)NCc3ccco3)c(=O)c3ccccc32)c1	x	x	i	-1	i	0.5	1	899	-7	0	-0.7%	10	772	i	32	0.6	1.2	25
CCc1ccc(OCC(O)CN2CCN(c3ccccn3)CC2)cc1 (stereo not drawn)	x	x	x	x	i	0.2	x	x	x	x	-1.2%	-2	817	i	57	x	x	x
c1ccc(CCNc2nc3ccccc3s2)cc1	x	x	i	-1	i	0.8	2.3	1030	28	44	-0.8%	25	744	i	19	1.4	1.4	11

The whole of this part, from the start:
SMILES	b-catenin transl	b-catenin transl cell count 5 µM	Autophagy mod	Autophagy mod cell loss 18 h	Myeloid diff MLP	Myeloid diff MLP GFP+ MAC1+ %	Insulin prom up	Insulin prom up cell count	WT yeast gro inh	WT yeast gro inh mutant strain	West Nile virus CPE	Lipid droplet	Lipid droplet cells 6.5 µM	T cell modulator	T cell modulator vesicle-bound %	MT stabilize HCS	MT stabilize HCS Hoechst-high %	MT stabilize HCS cytotoxicity %
COc1ccc(C(N)=S)c(OC)c1	-1.9	527	i	-2	i	0.9	0.24	1200	8	-3	0.1%	1	697	i	28	1.2	5.0	6.8
COc1ccc(OC)c(NC(=O)Cn2c(=O)n(CC(=O)NCc3ccco3)c(=O)c3ccccc32)c1	x	x	i	-1	i	0.5	1	899	-7	0	-0.7%	10	772	i	32	0.6	1.2	25
CCc1ccc(OCC(O)CN2CCN(c3ccccn3)CC2)cc1 (stereo not drawn)	x	x	x	x	i	0.2	x	x	x	x	-1.2%	-2	817	i	57	x	x	x
c1ccc(CCNc2nc3ccccc3s2)cc1	x	x	i	-1	i	0.8	2.3	1030	28	44	-0.8%	25	744	i	19	1.4	1.4	11
O=[N+]([O-])c1ccc(SCc2c(F)cccc2Cl)nc1	-2.8	1190	x	x	i	0.8	0.54	1352	x	x	0.3%	31	755	i	26	x	x	x
CCOc1cc(NC(=O)C2CC2)c(OCC)cc1NC(=O)c1ccccc1OCC	x	x	x	x	i	4.8	x	x	x	x	0.1%	-9	773	i	43	x	x	x
CCc1ccccc1NC1c2ccccc2C(=O)N1c1cc(C)ccn1 (stereo not drawn)	-4.6	1223	i	-11	i	1.7	-0.75	1358	-4	1	-0.6%	4	731	i	10	2.4	2.6	4.3
O=c1[nH]cnc2c1C(c1ccc(Cl)cc1)c1c(nc[nH]c1=O)O2	x	x	x	x	i	1.1	x	x	x	x	-0.5%	-7	819	i	55	x	x	x
O=C(Nc1ccc(F)cc1F)c1ccc2nc(N3CCOCC3)sc2c1	x	x	x	x	i	1.2	x	x	x	x	-0.3%	3	740	i	45	x	x	x
O=C(NCc1ccco1)c1cc2sccc2n1Cc1ccccc1	-0.8	1159	i	-7	i	11	-0.95	621	61*	39*	u	-10	787	i	38	4.0	2.5	2.1
COc1ccc(-n2nnc3c(SCC(=O)OCc4ccccc4)ncnc32)cc1	-2.5	953	i	13	i	0.3	0.24	1489	-4	-10	-0.1%	x	x	i	30	4.3	2.1	2.9
COc1ccc(OC)c(N(CC(=O)Nc2ccccc2C(=O)NCc2ccco2)S(C)(=O)=O)c1	-6.8	1124	i	-12	i	5.3	-0.64	955	15	-42	-0.5%	-14	780	i	24	2.1	1.2	3.6
O=C(CSc1nn(-c2ccc(F)cc2)c(=S)s1)N1CCN(C(=O)c2ccco2)CC1	x	x	i	-45	i	1.5	x	x	0	1	-0.7%	x	x	i	10	4.3	1.5	6.7
COc1cc(/C=N/NC(=S)Nc2cccc(S(=O)(=O)N(C)C)c2)cc(OC)c1O	-2.5	1172	i	3	i	3.9	-0.74	1346	2	9	0.2%	26	698	i	47	2.7	4.4	8.0
Cc1ccc(S(=O)(=O)N2CCCCC2)cc1NC(=O)COc1ccccc1F	-5.0	1059	i	-1	i	1.1	x	x	9	-12	-0.8%	8	654	i	50	3.6	1.3	9.7
Cc1ccc2nc(-c3ccccc3O)c(Nc3ccc4c(c3)OCCO4)n2c1	-4.5	563	i	6	i	0.6	0.35	1236	13	-14	-0.4%	-8	690	i	36	3.1	1.9	3.2
Cc1cc(C(=O)CSc2ncccn2)c(C)n1Cc1ccco1	-0.5	1015	i	-5	i	0.1	-0.17	1590	5	-7	-1.0%	9	671	i	50	2.9	1.3	8.1
C=CCn1nnc2sc3c(c2c1=O)CCC(C)C3 (stereo not drawn)	x	x	i	-5	i	1.4	-0.31	954	-1	20	0.2%	0	767	i	35	0.8	0.4	0.6
CCOC(=O)c1c(C)n(CCNC(C)=O)c2ccc(O)cc12	x	x	i	-10	i	6.8	0	955	-16	-2	-0.3%	3	787	i	62	1.7	0.9	5.7
CCCC(=O)Nc1ccc2c(c1)nc(CN1CCCC1)n2C	-2.1	1194	i	-16	i	0.7	x	x	11	13	0.2%	3	763	i	30	1.8	0.9	5.0
COc1cccc(-c2nc(NCc3ccco3)c3ccccc3n2)c1O	2.0	1075	i	4	i	0.5	x	x	x	x	0.0%	3	722	i	50	4.1	1.4	2.7
CCCc1cc(=O)[nH]c(SCC(=O)N(C)CC(=O)Nc2ccc(C)cc2)n1	-1.9	1112	i	-7	i	2.0	-0.3	1044	-4	-1	-0.5%	x	x	i	44	1.6	1.4	3.6
CCCn1c(=O)c2c(nc(Br)n2CCC)n(C)c1=O	-0.3	828	i	15	i	0.4	0.28	825	17	-3	-0.5%	x	x	i	29	3.6	2.5	4.3
CN1CCN(c2nc3c(c(=O)n(C)c(=O)n3C)n2Cc2ccccc2F)CC1	x	x	x	x	i	1.2	x	x	x	x	-1.1%	-8	834	i	54	x	x	x
Cc1nc(Nc2ccccc2)sc1C(=O)c1ccc(F)cc1	x	x	x	x	i	0.2	x	x	x	x	0.1%	0	699	i	53	x	x	x
O=S(=O)(c1cc(Cl)ccc1Cl)N1CCN(c2ccccn2)CC1	x	x	x	x	i	0.9	x	x	x	x	1.1%	-7	779	i	26	x	x	x
CCS(=O)(=O)N1CCN(c2ccccn2)CC1	x	x	i	-1	i	1.0	x	x	12	12	0.2%	14	783	i	35	3.8	2.0	2.8
Cc1cc([N+](=O)[O-])nn1CC(=O)N/N=C/c1ccc(O)cc1O	0.9	1299	x	x	i	0.6	x	x	x	x	0.2%	2	763	i	48	x	x	x
O=C(c1ccc(N2CCOCC2)c([N+](=O)[O-])c1)N1CCN(S(=O)(=O)c2cccs2)CC1	-3.8	1109	i	1	i	0.1	0	1291	-13	10	-1.4%	-1	644	i	40	3.9	2.3	11
O=C(C1CCCN(Cc2ccc([N+](=O)[O-])cc2)C1)N1CCCCC1 (stereo not drawn)	x	x	x	x	i	1.1	x	x	x	x	-1.2%	-24	781	i	18	x	x	x
Cc1ccc2nc(SCC(=O)NCc3cccs3)[nH]c2c1	-5.5	1104	i	18	i	0.6	1.3	1246	4	7	-0.3%	-6	681	i	15	3.4	2.3	2.1
COc1ccc(CC(=O)Nc2ccc(OC)c(NC(=O)c3ccco3)c2)cc1	0.5	1107	i	-9	i	0.8	0.74	1718	7	6	-0.1%	46	644	i	42	2.4	2.7	1.5
Cn1nc(-c2ccccc2)cc1NC(=O)C1CCCCC1	0.5	1340	x	x	i	0.1	0.03	968	x	x	-0.3%	30	741	i	14	x	x	x
NC(=O)NOCc1ccccc1F	0.0	966	i	-38	i	0.2	-0.71	1487	-2	12	1.1%	-3	697	i	36	3.9	1.4	2.0
CCO[C@H]1OC(C(=O)N2CCN(C)CC2)=C[C@@H](C2CC2)[C@@H]1CCCO	-1.1	1146	i	11	i	1.7	-0.26	1442	3	9	0.3%	19	745	i	46	2.5	1.0	0.8
COc1ccc(N2C(=O)CCC(C(=O)Nc3ccccn3)C2c2ccc(OC)c(OC)c2)cc1 (stereo not drawn)	-0.4	1353	i	12	i	0.0	-0.25	1612	3	0	0.5%	x	x	i	4	4.5	1.6	1.4
CCn1c(C)nc2cc(C(=O)N/N=C(\C)c3ccc(N4CCOCC4)cc3)ccc21	1.5	1080	i	-7	i	0.3	0.64	1259	13	-2	1.4%	-10	692	i	29	2.4	2.0	20
Cc1cc(C)nc(N2CCCC(C(=O)NCc3ccccc3)C2)n1 (stereo not drawn)	-1.9	518	i	-9	i	1.2	x	x	2	0	-1.1%	-6	755	i	10	2.7	1.7	3.7
COc1ccc(/C=C2/SC(=S)N(NS(=O)(=O)c3ccccc3)C2=O)cc1	x	x	x	x	i	1.0	x	x	x	x	-0.6%	-2	845	i	49	x	x	x
O=C(CNC(=O)[C@@H]1Cc2ccccc2CN1)Nc1ccc2c(c1)OCCO2	x	x	x	x	i	0.0	x	x	x	x	0.7%	15	767	i	49	x	x	x
CC(=O)Nc1cccc(NC(=O)CSc2nccn2Cc2ccco2)c1	x	x	x	x	i	4.8	x	x	x	x	-1.1%	4	746	i	9	x	x	x
